Screens from PubChem BioAssay.
ELG1 genotox: induces genotoxicity in HEK293T cells with luciferase-tagged ELG1; AID 504466; actives 1.3% (n = 330,000); HEK293T ELG1-luciferase reporter, luminescence, 16 h; Potency, µM (doses to about 46 µM), for the others: at the top dose activity change, positive = activation, most hits filed as activators; note: potency is the fitted concentration of half-maximal effect; % of control where 0% means no effect; nearly all actives have a fitted effect of over 60% in size
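Step 1: seed 2,000 HEK293T ELG1-luciferase cells per well. Step 2: add compound or DMSO, incubate 16 hr at 37 °C. Step 3: ONE-Glo, 30 min at room temperature, read luminescence.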
NPC1 promoter act: activates the NPC1 promoter; Huh7 NPC1 promoter luciferase reporter, 24 h; Potency, µM (highest dose often 9.22 µM), inactives show at the highest dose activation, hits mostly activators; actives 2.4% (n = 320,000);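 note: potency is the fitted concentration of half-maximal effect; % of control where 0% means no effect; nearly all actives have a fitted effect of over 60% in size; reporter is driven by a mutant NPC1 promoter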
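Quantitative HTS used a cell-based reporter: Huh7 cells stably bearing the NPC1 promoter upstream of luciferase were treated with compounds for 24 h, and promoter activation was read as luminescence.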
Gal4-VP16 FLuc: inhibits Gal4-VP16 luciferase reporter, ROR gamma counter-screen | actives 3.5% (n = 310,000) | Potency, µM (titrated, usually from 53.6 µM), for the others: at the highest dose activity, negative = inhibition, usual class: inhibitors | Drosophila S2 Gal4-VP16 UAS-luciferase, luminescence, 20 h | AID 2546;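 note: Gal4-VP16 expression switched on by copper sulfate through the metallothionein promoter; potency is the fitted concentration of half-maximal effect; % is set by controls: 0 for no effect and ±100 for the full control effect; nearly all actives have a fitted effect of over 50% in size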
FLuc counter: inhibits or activates purified firefly luciferase, miR-21 counter-screen; P08659; purified FLuc, Km substrates, luminescence inhibition; Potency, µM (highest dose often 57.5 µM), for inactives: at the highest dose activity change, negative = inhibition, most hits filed as inhibitors; actives 6.9% (n = 360,000);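 note: potency is the fitted concentration of half-maximal effect; plate controls were vehicle for no effect and reference inhibitor for full effect; nearly all actives have a fitted effect of over 55% in size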
Target sequence (P08659 whole entry, looked up): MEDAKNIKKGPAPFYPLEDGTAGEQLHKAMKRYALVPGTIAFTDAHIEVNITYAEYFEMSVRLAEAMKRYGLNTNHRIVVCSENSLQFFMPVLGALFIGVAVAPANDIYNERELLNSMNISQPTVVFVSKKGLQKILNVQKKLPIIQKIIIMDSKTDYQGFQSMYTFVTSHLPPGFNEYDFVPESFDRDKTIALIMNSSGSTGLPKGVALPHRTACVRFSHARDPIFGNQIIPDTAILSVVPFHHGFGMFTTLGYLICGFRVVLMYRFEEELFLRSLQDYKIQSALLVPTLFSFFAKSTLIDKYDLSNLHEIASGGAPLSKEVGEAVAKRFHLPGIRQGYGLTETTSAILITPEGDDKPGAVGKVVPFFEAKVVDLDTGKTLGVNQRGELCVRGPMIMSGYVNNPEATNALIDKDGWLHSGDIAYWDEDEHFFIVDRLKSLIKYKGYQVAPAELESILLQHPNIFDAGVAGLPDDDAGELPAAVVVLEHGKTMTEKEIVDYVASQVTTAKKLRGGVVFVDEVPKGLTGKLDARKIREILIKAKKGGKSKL
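Biochemical qHTS of compounds, final roughly 60 µM downward over six points, against 10 nM purified firefly luciferase using Km concentrations of substrates (10 uM D-luciferin, 10 uM ATP) in Tris acetate pH 7.5 buffer; luminescence output.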
RORgamma inh: ROR gamma (mouse) transcription inhibition | P51450 | Drosophila S2 Gal4-RORgamma UAS-luciferase reporter, 20 h | Potency, µM (highest dose often 53.6 µM), for inactives: at the top dose activity change, negative = inhibition, most hits filed as inhibitors | actives 5.4% (n = 310,000) | AID 2551; note: potency is the fitted concentration of half-maximal effect; % is set by controls: 0 for no effect and ±100 for the full control effect; nearly all actives have a fitted effect of over 60% in size
Target sequence (P51450 whole entry, looked up, the tested form may be a part): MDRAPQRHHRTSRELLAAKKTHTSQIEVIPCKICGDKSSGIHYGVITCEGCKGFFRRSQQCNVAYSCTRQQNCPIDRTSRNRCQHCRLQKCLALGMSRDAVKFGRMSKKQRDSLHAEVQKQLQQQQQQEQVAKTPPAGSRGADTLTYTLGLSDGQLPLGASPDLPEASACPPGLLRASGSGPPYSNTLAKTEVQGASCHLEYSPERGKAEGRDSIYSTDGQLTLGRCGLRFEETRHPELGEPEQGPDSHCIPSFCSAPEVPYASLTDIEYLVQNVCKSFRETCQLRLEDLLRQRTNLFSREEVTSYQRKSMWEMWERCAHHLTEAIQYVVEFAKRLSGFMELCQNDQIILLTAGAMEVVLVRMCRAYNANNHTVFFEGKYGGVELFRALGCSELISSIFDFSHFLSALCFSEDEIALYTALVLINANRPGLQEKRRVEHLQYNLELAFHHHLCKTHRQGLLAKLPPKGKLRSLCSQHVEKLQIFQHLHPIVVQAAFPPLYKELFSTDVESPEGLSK
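Read-out: Photinus luciferase luminescence; inhibitors lower reporter signal. Insect Schneider cells with Gal4-ROR gamma fusion under metallothionein promoter, UAS reporter; 700 uM final copper sulfate induction, 20 hr, ambient temperature.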
uPA surface inh: cell surface uPA generation inhibition | Potency, µM (series often up to 38.3 µM), for inactives: at the top dose activity change, negative = inhibition, actives largely listed as inhibitors | cell surface uPA generation assay, qHTS | actives 0.31% (n = 330,000); active = well fitted inhibition curve with a large enough effect; inconclusive = small, poorly fitted or top-dose-only effect; inactive = no such curve, though single readings can be large or run the other way; tested in mouse RAW 264.7 cells; note: potency is the fitted concentration of half-maximal effect; % is set by controls: 0 for no effect and ±100 for the full control effect; nearly all actives have a fitted effect of over 55% in size
KCNH2 3.1 block: blocks the human KCNH2 3.1 channel isoform; AID 720553; actives 0.95% (n = 340,000); U2OS KCNH2 3.1, thallium flux FluxOr; hits give low values; activity change, % (tested at about 1.8 µM);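 active = maximum activity change below -70%; inconclusive = maximum activity change from -70% to -50%; inactive = maximum activity change above -50%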;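 note: thallium influx rate constant from kinetic fluorescence after stimulation buffer; % is set by controls: 0 for no effect and ±100 for the full control effect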
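Thallium flux via FluxOr fluorescence (Red40 quencher, 45 min loading) in U2OS cells virally expressing the KCNH2 3.1 isoform (1.77 x 10^8 /mL virus, overnight at 37 C). Rate constants from 2-min kinetic reads post-stimulation, normalised to positive and negative controls.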
Giardia kill: Giardia lamblia killing. actives 0.15% (n = 340,000). Giardia lamblia trophozoite viability. AID 540267. activity change, % at 7.66 µM, hits read low; in the data active = activity change below about -80%; inconclusive = between about -30% and that limit;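 note: parasites exposed to compound for two days anaerobically before the ATP read; % is set by controls: 0 for no effect and ±100 for the full control effect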
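Luminescent ATP signal served as the viability read-out, measured 15-30 min after adding ATP detection reagent to trophozoites that had been incubated with compounds for 48 hrs at 37 deg C anaerobically at 100 cells/well.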
Tb PFK block: inhibitors of T. brucei phosphofructokinase | T. brucei PFK, ADP-Glo luminescence | Potency, µM (highest dose often 57.5 µM), without a hit: top-dose activity, negative = inhibition, most hits filed as inhibitors | actives 0.17% (n = 330,000);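 note: potency is the fitted concentration of half-maximal effect; 0% = uninhibited 1x PFK enzyme wells and -100% = no-enzyme wells; nearly all actives have a fitted effect of over 60% in size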
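Luminescent ADP detection (ADP-Glo, two-step: ATP depletion then ADP-to-ATP conversion for luciferase) reported PFK activity after 45 min room-temperature reaction of 1.25 nM enzyme with 0.5 mM F6P and 0.1 mM ATP at pH 8.0.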
Coupling enz: coupling enzyme interference in Giardia aldolase counter-screen. coupling enzyme system counterscreen, AmpLite Red fluorescence. activity change, negative = inhibition, % at 58.2 µM, hits read low. actives 0.67% (n = 290,000). AID 2472; in the data active = activity change below about -30%; note: % is set by controls: 0 for no effect and ±100 for the full control effect
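Counterscreen lacking aldolase: glyceraldehyde-3-phosphate coupling-enzyme reagent preincubated 10 min at RT with compound (at 57.5 uM final), then substrate/coupling system with AmpLite Red added; fluorescence read at 525/598 nm after 20 min RT.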
Rab9 prom act: Rab9 promoter activation. Huh7 Rab9 promoter-luciferase reporter, luminescence, 24 h. actives 2.8% (n = 320,000). AID 485297. Potency, µM (titrated, usually from 9.22 µM), for the others: at the top dose activation, negative = inhibition, usual class: activators; note: potency is the fitted concentration of half-maximal effect; % of control where 0% means no effect; nearly all actives have a fitted effect of over 60% in size
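Steps: seed 1500 Huh7 Rab9-luc cells per well, rest 2 h at 37 °C; add compound in DMSO; incubate 24 h; add luciferase reagent, 10 min ambient; read luminescence.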
The depositor's hits bear a star; u = inconclusive; x = not tested or not shown; & = joins results of further samples; [ ] = dose if it differs, or a comment. Unless noted, calls come from the whole dose curve; as a rule, active = well fitted curve in the direction sought with a large enough effect; inconclusive = small, poorly fitted or top-dose-only effect, or another doubt; inactive = no such curve, though single readings can be large; an effect the other way counts as inactive or inconclusive.

Structure | ELG1 genotox | NPC1 promoter act | Gal4-VP16 FLuc | FLuc counter | RORgamma inh | uPA surface inh | KCNH2 3.1 block | Giardia kill | Tb PFK block | Coupling enz | Rab9 prom act
Cn1c(COc2ccccc2)nnc1SCC(=O)NNC(=O)C1CCCCC1 | 2% | -2% | 1% | -1% | -14% | 6% | -3 | 5 | 7% | 9 | 2%
CC(=O)NCCn1c(SCC(=O)OCc2ccccc2)nc2ccccc2c1=O | 0% | -1% | -3% | 5% | 7% | 1% | 0 | -2 | -2% | 0 | -1%
Cc1cc(=O)n(C)c(=O)n1CCCCCCN1CCCC1 | 4% | -8% | -3% | -1% | 6% | 10% | 2 | -4 | 2% | 1 | -1%
CCC(c1nnnn1Cc1ccco1)N(Cc1ccccc1OC)Cc1cc2cc(C)ccc2[nH]c1=O (stereo unspecified) | -14% | -2% | -27% | 1% | 1% | 15% | -9 | -15 | 1% | -3 | -4%
COc1ccccc1C(CNC(=O)c1oc2ccccc2c1C)N1CCCC1 (stereo unspecified) | -2% | 1% | x | 24µM* | x | -1% | 5 | 5 | -2% | x | -6%
Cc1nnc(SCc2nnc(-c3cccs3)o2)s1 | 9% | -2% | 17% | 0% | -4% | -2% | -13 | -15 | 0% | 0 | 11%
CCCCCCC(O)(c1ccccc1)C(CN1CCOCC1)c1ccccc1 (stereo unspecified) | -5% | -3% | -23% | 2% | 37% | 1% | 2 | 31[activator] | 0% | -1 | 6%
C=CCN(CC=C)C(=O)C1CC(=O)N(c2ccc(Br)cc2)C1 (stereo unspecified) | -5% | 1% | -7% | 3% | 2% | -2% | 3 | 4 | -3% | 1 | 0%
NC(=O)C1CC(=O)N(c2ccc(OCc3ccc(Cl)cc3)cc2)C1 (stereo unspecified) | u | 2.8µM* | 1% | 8.5µM* | 8% | 6% | -4 | 23 | -11% | 2 | 2.8µM*
Cc1ccc(NC(=O)C(C)Sc2nnc(C)n2CC2CCCO2)cc1 (stereo unspecified) | 4% | -5% | 19% | -1% | 5% | 0% | 16 | -2 | 0% | 3 | -2%
COc1ccc(N(CC(=O)Nc2ccc3c(c2)OCCO3)S(=O)(=O)c2cccc(C)c2)cc1 | 0% | -1% | x | 0% | x | 2% | 2 | 6 | -2% | x | 4%
Clc1ccc(Nc2ccc(NCc3ccccc3)nn2)cc1 | 16% | -4% | 8% | u | 16% | 0% | -17 | 1 | -8% | -3 | -3%
COc1ccc(S(=O)(=O)Nc2ccc(S(=O)(=O)N3CCCCC3)cc2)cc1C | -7% | -5% | -21% | 4% | u | x | 8 | -16 | 9% | 4 | -11%
O=C(Oc1ccccc1C(=S)N1CCCCC1)c1cc([N+](=O)[O-])cc([N+](=O)[O-])c1 | -2% | -1% | 9% | 2% | -33% | -3% | -17 | -9 | 11% | -6 | 1%
COc1cc2c(cc1OC)C(c1cc(Br)ccc1F)N(C(=O)CCl)CC2 (stereo unspecified) | -26% | -7% | u | 3% | 7.9µM* | u | 23 | -11 | -7% | 0 | -1%
COc1ccc(N2CCC(N3CCN(C)C(CCO)C3)CC2)cc1 (stereo unspecified) | 0% | 2% | -1% | -4% | -14% | 28% | 0 | -11 | 1% | -3 | -6%
COc1ccc(NC(=S)Nc2ccccc2Cl)cn1 | 0% | -4% | 13% | -3% | -22% | 2% | 27 | 7 | 0% | -2 | 15%
COc1cc(N(C)C)c([N+](=O)[O-])cc1C(=O)NC(C)CNc1ccc([N+](=O)[O-])cc1Cl (stereo unspecified) | 1% | -10% | -6% | 1% | 17% | -4% | -10 | -19 | 0% | 0 | -7%
Cc1cccc(C(=O)NNC(=S)NC(=O)c2cccs2)c1 | 4% | 11% | u | u | u | -7% | 5 | -2 | -1% | 3 | 7%
COc1ccc(S(=O)(=O)c2ccc(OC)c(OC)c2)cc1OC | 4% | -1% | 7% | -2% | u | 11% | -2 | -5 | 0% | 6 | -2%
C/C=C(\C)C(=O)OC1c2c(ccc3ccc(=O)oc23)OC(C)(C)C1OC(C)=O (stereo unspecified) | -6% | -4% | u | 3% | -10%&31% | 7% | 1 | 3 | 4% | 2&1 | -1%
CCN(CC)CCn1c(/N=C/c2cc(Br)ccc2O)nc2ccccc21 | 0% | 0% | 6.3µM* | 1% | 4µM* | 0% | -2 | 24 | 2% | -2 | -4%
N#C/C(=C1/CCCCCN1)c1nc2ccccc2[nH]1 | 8% | u | -12% | u | -24% | -8% | 1 | 4 | -2% | 0 | u
CC1=C(/C=N/Nc2ccc([N+](=O)[O-])cc2[N+](=O)[O-])C(C)(C)CCC1 | -2% | -4% | 2% | 0% | 10% | 6% | -8 | -18 | 0% | 2 | -6%
Cc1cc(SCc2ccc(Cl)c(Cl)c2)nc(=O)[nH]1 | 15% | 14% | -12% | -14% | -9% | 7% | 6 | -1 | u | x | 7%
CCN(Cc1ccccc1)C(=O)c1cc(S(=O)(=O)N2CCOCC2)ccc1N1CCCC1 | -4% | -2% | x | 0% | x | 1% | 12 | 3 | 12% | x | -2%
CC1CCN(S(=O)(=O)c2ccc3c(c2)CCN3C(=O)C2CCC2)CC1 | 1% | 0% | 2% | 2% | 0% | -1% | 1 | -14 | 1% | x | -1%
CC(=O)C1=NN(c2ccccc2)C2(S1)S/C(=C\c1ccccc1)C(=O)N2c1ccccc1 (stereo unspecified) | 5% | -3% | 4% | 6% | 13% | 11% | x | -24 | -6% | 1 | -4%
Cc1ccc(Nc2nc(N)nc(CSc3ncccn3)n2)cc1 | u | 2.2µM* | -22% | 12µM* | u | -4% | 0 | -3 | 2% | 2 | 2µM*
CN(C)S(=O)(=O)c1cccc(NC(=O)CSc2nc3c(cc2C#N)C(=O)CC(C)(C)C3)c1 | -11% | -9% | -13% | 5% | u | -11% | -26 | 32[activator] | -2% | 6 | -12%

Of the compounds above, 3 contain an NH in an aromatic ring.
Structure | ELG1 genotox | NPC1 promoter act | Gal4-VP16 FLuc | FLuc counter | RORgamma inh | uPA surface inh | KCNH2 3.1 block | Giardia kill | Tb PFK block | Coupling enz | Rab9 prom act
CCC(c1nnnn1Cc1ccco1)N(Cc1ccccc1OC)Cc1cc2cc(C)ccc2[nH]c1=O (stereo unspecified) | -14% | -2% | -27% | 1% | 1% | 15% | -9 | -15 | 1% | -3 | -4%
N#C/C(=C1/CCCCCN1)c1nc2ccccc2[nH]1 | 8% | u | -12% | u | -24% | -8% | 1 | 4 | -2% | 0 | u
Cc1cc(SCc2ccc(Cl)c(Cl)c2)nc(=O)[nH]1 | 15% | 14% | -12% | -14% | -9% | 7% | 6 | -1 | u | x | 7%

Grouped by structure: those above with a thiophene ring, fused or not (two)
Structure | ELG1 genotox | NPC1 promoter act | Gal4-VP16 FLuc | FLuc counter | RORgamma inh | uPA surface inh | KCNH2 3.1 block | Giardia kill | Tb PFK block | Coupling enz | Rab9 prom act
Cc1nnc(SCc2nnc(-c3cccs3)o2)s1 | 9% | -2% | 17% | 0% | -4% | -2% | -13 | -15 | 0% | 0 | 11%
Cc1cccc(C(=O)NNC(=S)NC(=O)c2cccs2)c1 | 4% | 11% | u | u | u | -7% | 5 | -2 | -1% | 3 | 7%

Carrying on.
Structure | ELG1 genotox | NPC1 promoter act | Gal4-VP16 FLuc | FLuc counter | RORgamma inh | uPA surface inh | KCNH2 3.1 block | Giardia kill | Tb PFK block | Coupling enz | Rab9 prom act
CCOc1ccc(N(CC(=O)NCCSc2ccccn2)S(=O)(=O)c2ccc(Cl)cc2)cc1 | -11% | -2% | -19% | -1% | -7% | -6% | -1 | -1 | -1% | -1 | -2%
COc1ccc(-c2csc3ncnc(N4CCN(c5cccc(Cl)c5)CC4)c23)cc1 | -21% | -3% | -15% | 4% | 39% | 11µM* | -14 | -4 | 1% | x | -2%
Cc1nnc(NC(=O)C2CCCO2)s1 (stereo unspecified) | 2% | -2% | 2% | 10% | 2% | 0% | -2 | 5 | 0% | 1 | 3%
Cc1cc(C)c(COCc2cc(/C=N/O)c(C)cc2C)cc1/C=N/O | -8% | 0% | -29% | -1% | -43% | -3% | -18 | 3 | -1% | 0 | -2%
COc1cc(CCC(=O)OCC(=O)Nc2ccc(F)c(F)c2)cc(OC)c1OC | 2% | 1% | -1% | 0% | -11% | 2% | -18 | 1 | -12% | 0 | -3%
CCOC(=O)c1c(C2CC2)csc1NC(=O)COC(=O)c1ccc[n+]([O-])c1 | 1% | -1% | -1% | 0% | 13% | 3% | 13 | -6 | -1% | 1 | 11%

Outcome played no part in choosing rows; any-hit rate near 14%.
